# HTR5A ag ctr: HTR5A agonists in luminescence cell assay, primary screen, counter-screen for OPRM1-OPRD1 heterodimer agonist project, full-deck HTS | activation, % at 9.3 µM | 5-hydroxytryptamine receptor 5A (Homo sapiens), P47898 | 340,000 tested, 0.61% active | cell-based; in the data active means activation mostly above about 9.5%, no sharp cut-off; inactive means mostly below about 7.6%;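 further: 0% = cells with vehicle only and 100% = reference agonist; strong numbers were not always called active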
# Target sequence (P47898 whole entry, looked up): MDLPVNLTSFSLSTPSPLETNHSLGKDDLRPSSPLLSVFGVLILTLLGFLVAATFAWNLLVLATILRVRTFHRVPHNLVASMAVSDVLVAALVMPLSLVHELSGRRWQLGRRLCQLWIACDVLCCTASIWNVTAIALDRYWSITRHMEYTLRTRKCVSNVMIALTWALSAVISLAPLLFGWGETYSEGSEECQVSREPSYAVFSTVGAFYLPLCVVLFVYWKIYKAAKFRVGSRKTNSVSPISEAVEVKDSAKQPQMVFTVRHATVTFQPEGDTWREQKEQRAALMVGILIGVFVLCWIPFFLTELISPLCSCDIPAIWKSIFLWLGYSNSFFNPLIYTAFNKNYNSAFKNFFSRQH
# HTR5A inv ag: HTR5A inverse agonists in luminescence cell assay, primary screen, counter-screen for OPRM1-OPRD1 heterodimer inverse agonist project, full-deck HTS | HTR5A cell line, inverse agonism | inhibition, % at 9.3 µM | 340,000 tested, 0.083% active | AID 504634, 2011; in the data active means inhibition mostly above about 23%, no sharp cut-off; inactive means mostly below about 18%;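 further: 0% = cells with DMSO and 100% = no-cell wells with DMSO; some compounds called inactive have numbers as strong as hits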
# MOR-DOR ag: agonists of OPRM1-OPRD1 heterodimerization, primary screen, cell-based, luminescence. 340,000 tested, 0.3% active. activation, % at 9.3 µM. AID 504326, 2011. cells; in the data active means activation above about 18%;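 further: 0% = vehicle-treated cells and 100% = reference agonist; values of inactives mirror those of a sister screen read the other way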
# LANA DNA inh: inhibitors of KSHV C-LANA binding to DNA, primary screen, biochemical, fluorescence polarization, FAM-LBS DNA, MBP-C-LANA, single point; Kaposi's sarcoma herpesvirus LANA C-terminal domain (residues 932-1162) DNA binding; inhibition, % at 9 µM; 340,000 tested, 0.078% active; AID 504423, 2011;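 active means highest replicate inhibition at or above 60% at 9 µM, even if other replicates fall short; inactive means all replicates below 60% inhibition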;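 further: 0% = neutral control wells and 100% = 4 µM acridine orange control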
# Keap1-Nrf2 PPI: Keap1-Nrf2 protein-protein interaction inhibitors, primary screen, biochemical, fluorescence polarization, single point; Kelch-like ECH-associated protein 1 (Homo sapiens), Q14145; inhibition, % at 9.4 µM; Keap1 Kelch-Nrf2 peptide fluorescence polarization, 1536-well; 340,000 tested, 0.15% active; in the data active means inhibition above about 12%;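 further: human Keap1 Kelch domain with fluorescein labeled Nrf2 9mer peptide probe; 0% = neutral control wells and 100% = peptide positive control; higher means more block of Keap1 binding to Nrf2 peptide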
# Target sequence (Q14145 whole entry, looked up, the tested form may be a part): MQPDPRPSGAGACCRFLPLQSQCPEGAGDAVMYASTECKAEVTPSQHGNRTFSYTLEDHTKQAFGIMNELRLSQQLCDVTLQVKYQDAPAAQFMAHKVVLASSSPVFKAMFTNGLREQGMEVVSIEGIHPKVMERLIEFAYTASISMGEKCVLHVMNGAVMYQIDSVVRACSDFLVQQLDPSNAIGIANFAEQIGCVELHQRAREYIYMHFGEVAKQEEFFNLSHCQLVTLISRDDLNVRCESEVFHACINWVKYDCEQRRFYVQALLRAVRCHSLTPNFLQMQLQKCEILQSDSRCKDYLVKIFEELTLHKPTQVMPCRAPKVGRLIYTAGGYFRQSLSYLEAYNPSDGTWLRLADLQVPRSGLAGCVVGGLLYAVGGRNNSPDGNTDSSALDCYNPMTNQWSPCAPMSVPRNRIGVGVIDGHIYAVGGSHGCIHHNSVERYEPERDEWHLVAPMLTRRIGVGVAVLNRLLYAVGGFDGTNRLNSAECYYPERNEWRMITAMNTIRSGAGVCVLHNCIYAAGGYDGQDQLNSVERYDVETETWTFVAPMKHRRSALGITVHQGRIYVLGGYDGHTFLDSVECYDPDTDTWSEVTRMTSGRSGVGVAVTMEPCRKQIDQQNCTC
# RTF Ca sens inh: cardiac RTF calcium sensitivity inhibitors, primary screen, biochemical, IANBD-TnC fluorescence, EC70 calcium. 340,000 tested, 0.12% active. Troponin I, cardiac muscle (Homo sapiens) + Troponin T, cardiac muscle (Homo sapiens) + …. inhibition, % at 7.15 µM. IANBD-labeled cardiac RTF, Ca2+ fluorescence;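 active means inhibition above the mean inhibition of all tested compounds plus 3 SD, cut at about 17% in these data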;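 further: assay run at fixed EC70 calcium of 1.6 mM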
# CAL-PDZ inh HTS: untagged CAL PDZ binding inhibitors, primary screen, biochemical, fluorescence polarization, HTS | Golgi-associated PDZ and coiled-coil motif-containing protein (Homo sapiens), Q9HD26 | purified CAL PDZ, TMR-peptide fluorescence polarization, 1 h | inhibition, % at 24.9 µM | 300,000 tested, 0.92% active;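 active means mean inhibition of at least 30% with at least half of replicates also reaching 30%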;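 further: 0% = DMSO neutral control and 100% = excess unlabeled competitor peptide PRC23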
# RTF Ca sens act: cardiac RTF calcium sensitivity activators, primary screen, biochemical, IANBD-TnC fluorescence, EC20 calcium. Troponin I, cardiac muscle (Homo sapiens) + Troponin T, cardiac muscle (Homo sapiens) + …. IANBD-labeled TnC RTF fluorescence at EC20 calcium; 0% EC20 calcium, 100% full calcium. activation, % at 7.2 µM. 340,000 tested, 0.24% active. AID 493008, 2010;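 active means activation above the mean over all tested compounds plus 3 SD, cut at about 30% in these data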;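 further: rise in fluorescence read as greater calcium sensitivity of cardiac thin filaments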
# V-ATPase pHluor: regulators of yeast V-ATPase proton pumping, primary screen, pHLuorin cytosolic pH fluorescence; S. cerevisiae; 350,000 tested, 0.37% active; AID 504577, 2011; response, % at 10 µM; in the data active means response mostly above about 7.3%, no sharp cut-off; inactive means mostly below about 5.4%; further: actives read high; inactives centre near 0; some compounds called inactive have numbers as strong as hits; reference of the scale not given here
# MOR-DOR inv ag: inverse agonists of MOR-DOR heterodimerization, primary screen, cell-based, luminescence; inhibition, % at 9.3 µM; 340,000 tested, 0.21% active; cell-based MOR-DOR heterodimer luminescence, inverse agonism; in the data active means inhibition above about 22%, passing the limit was not always enough;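 further: 0% = cells with DMSO and 100% = wells without cells with DMSO; values of inactives mirror those of a sister screen read the other way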
# Numbers without * were called inactive; . = not tested or not shown; & = joins results of further samples.
SMILES,HTR5A ag ctr,HTR5A inv ag,MOR-DOR ag,LANA DNA inh,Keap1-Nrf2 PPI,RTF Ca sens inh,CAL-PDZ inh HTS,RTF Ca sens act,V-ATPase pHluor,MOR-DOR inv ag
COc1ccc(C(=O)NCC(c2ccco2)N2CCc3ccccc32)cc1 (stereo not drawn),-3.1,4.6,-4.6,0.5,2.1,-4.5,-5.3,-5.5,4.2,24.9
O=C(COC(=O)c1ccccc1F)Nc1cc(S(=O)(=O)N2CCOCC2)ccc1N1CCCC1,-1.4,4.0,-1.0,-2.1,-13.6,-3.3,-3.5,2.2,-1.5,5.5
Fc1cccc(Nc2ncnc3c2cnn3-c2ccccc2)c1,1.1,-3.2,2.1,0.7,2.0,-3.1,.,-2.7,3.4,-10.8
Cc1ccc(-c2nnnn2-c2ccccc2C(=O)O)cc1,10.3,-1.4,-0.4,-0.9,-1.5,0.3,2.0,3.0,-1.4,2.0
COc1ccc(NC(=O)C2OCCc3ccccc32)c(OC)c1 (stereo not drawn),8.4,-16.2,-0.3,-2.7,0.0,-4.8,-2.2,-3.9,-2.5,1.2
CCOC(=O)C1CCN(CC(O)COCc2cccs2)CC1 (stereo not drawn),1.7,-4.6,-0.7,0.4,0.2,2.1,-1.8,-2.5,-0.1,5.1
CC1c2ccccc2N(S(=O)(=O)c2ccccc2)C1C (stereo not drawn),-2.0,7.9,2.8,-0.4,-4.4,3.2,-1.8,-0.3,-3.6,-14.1
O=C(c1ccc2nccnc2c1)N1CCCC(N2CCN(c3ccc(F)cc3)CC2)C1 (stereo not drawn),1.7,-11.9,-3.7,1.5,2.8,3.5,1.2,-6.3,4.6,18.5
O=c1c(-c2ccco2)[n+]([O-])c2ccccc2n1OCc1ccccc1F,-1.0,-4.6,-1.6,1.5,-15.6,-8.2,0.3,-0.6,-1.5,8.4
CCOc1cc(NC(=S)NCCCN2CCOCC2)c(OCC)cc1NC(=O)C1CCCCC1,2.5,-34.6,-2.8,0.3,-0.6,1.3,-2.6,0.7,-1.1,13.7
O=C(c1ccc(F)cc1)C1CCN(C(=O)NC2CCCCC2)CC1,2.9,-2.2,-2.7,2.6,6.8,1.3,-1.2,10.5,-1.8,14.6
Cc1ccccc1OCC(=O)OC1CCN(C)CC1,-2.1,-5.3,-1.3,0.2,-1.7,2.1,-0.2,-1.9,0.2,7.5
N/C(=N\N=C\c1ccc([N+](=O)[O-])cc1)c1nonc1N,0.9,-3.4,3.6,1.0,1.3,-2.1,.,-0.4,0.1,-18.3
Cn1c(=O)oc2cc(S(=O)(=O)NC3CCN(Cc4ccccc4)CC3)ccc21,3.2,-25.6,-1.1,0.7,-5.3,2.3,.,-2.7,-3.6,5.9
CCC(NC(=O)c1cc(COc2ccc(F)c(F)c2)on1)c1ccncc1 (stereo not drawn),-6.5,-11.0,-0.4,0.4,6.5,-0.9,-1.6,-5.5,-5.8,2.0
NC1=NC(=O)C2(COC(c3ccccc3Cl)OC2)S1 (stereo not drawn),-2.5,-19.6,-0.8,0.6,6.0,2.3,1.5,1.6,-1.3,4.2
COC(=O)c1cccc(C(=O)Nc2cnc3ccccc3c2)n1,2.1,-15.3,-2.1,0.2,-0.5,-4.1,-0.8,-0.5,1.2,9.4
Fc1ccc(-c2onc3ccc(C4OCCO4)cc23)cc1,1.7,-4.7,3.4,1.3,-4.6,-1.5,-1.6,3.4,1.1,-18.0
N#Cc1ccc(S(=O)(=O)NC2CCN(Cc3ccccc3)CC2)cc1,-2.5,2.1,-2.7,1.8,-6.5,4.8,.,16.5,5.2,14.2
CCC(=O)Nc1cc(C)c(NC(=O)C23CC4CC(CC(C4)C2)C3)cn1,-1.2,26.1,-0.7,3.1,-3.2,-3.7,-2.8,-0.5,0.0,3.8
CC(=O)N1CCOc2ccc(S(=O)(=O)N3CCCCC3)cc21,2.0,-1.6,-0.5,0.3,0.1,-4.9,-3.6,0.2,1.3,2.8
Cc1ccc(S(=O)(=O)N2CCC(C(=O)Nc3ccc4c(c3)COC4=O)CC2)cc1,1.9,6.6,-0.1,0.7,-4.4,-12.1,-4.6,3.7,2.7,0.4
CC12CC3CC(C)(C1)CC(C(=O)NNC(=O)c1ccncc1)(C3)C2,2.9,-7.5,1.3,-0.5,-4.9,0.5,-3.2,0.3,1.7,-5.3
COc1ccccc1NC(=O)CCN1C(=O)/C(=C/c2cc(OC)c(OC)c(OC)c2)SC1=S,-4.2,15.6,-5.0,0.4,-1.5,-3.5,-6.1,4.3,1.6,23.4
COc1cc(NC(=O)C2CCCN2S(=O)(=O)c2cccc3cccnc23)cc(OC)c1OC (stereo not drawn),3.8,-11.2,-0.7,0.9,-6.1,-5.9,-0.9,6.7,-1.7,3.5
# Carrying on.
SMILES,HTR5A ag ctr,HTR5A inv ag,MOR-DOR ag,LANA DNA inh,Keap1-Nrf2 PPI,RTF Ca sens inh,CAL-PDZ inh HTS,RTF Ca sens act,V-ATPase pHluor,MOR-DOR inv ag
COc1ccc(OC)c(CN2CCN(CCCc3ccccc3)C(CCO)C2)c1 (stereo not drawn),-1.0,3.8,0.0,0.7,-3.7,-5.8,0.9,-3.2,-3.4,0.2
CC(C)CCN1CCN(Cc2ccc(Oc3ncccn3)cc2)CC1CCO (stereo not drawn),-2.5,-25.4,0.0,-0.8,-7.0,-1.1,-6.8,4.7,0.6,-0.1
CCOC(=O)Cn1nc(C)n(-c2ccc(C(C)C)cc2)c1=O,8.0,10.2,-4.2,0.7,2.9,-0.4,.,-3.8,-0.7,19.3
Cc1ccccc1C(=O)Nc1nnc(CC(=O)N/N=C/c2ccco2)s1,3.2,5.3,-1.8,0.1,-3.5,-13.6,-0.6,0.5,-1.4,9.2
Cc1ccc(S(=O)(=O)/C(=C/Cl)NC(=O)c2ccccc2)cc1,-2.5,-24.6,-1.8,-1.5,0.7,-5.8,10.2,-1.6,-3.5,9.1
CC(=O)C(Cc1ccccc1)NC(=O)COC(=O)CCN1C(=O)C2CC=CCC2C1=O (stereo not drawn),-0.2,-32.2,-4.9,-0.2,-1.7,-15.0,-5.1,13.2,-0.9,23.9
CC(NCC(=O)Nc1cc(S(=O)(=O)N2CCOCC2)ccc1N1CCOCC1)c1ccco1 (stereo not drawn),-3.5,-9.6,-3.8,1.4,-0.1,-8.2,5.7,4.6,2.9,14.8
O=S(=O)(/N=C(/Nc1ccc(Cl)c(S(=O)(=O)Nc2ccccc2Cl)c1)c1ccc(F)cc1)c1ccccc1,3.1&5.2,-12.1&2.3,-3.4&-3.5,-0.8&0.2,1.5&3.9,-0.6&-3.3,-5.8&-8.0,-0.7&-1.9,-1.8&-2.2,17.4&17.7
Cc1nn(C)c(Cl)c1C(=O)NCC(=O)NCc1ccccc1,1.7,-4.3,-0.6,-3.5,-0.9,-4.8,-6.0,-2.8,-3.0,3.0
Cc1onc(-c2ccccc2)c1C(=O)NNC(=O)c1ccccc1O,5.8,-15.7,-2.7,2.9,-1.2,-9.0,0.8,0.6,1.6,14.2
O=C(O)c1cc([N+](=O)[O-])c(NCCC2=CCCCC2)c([N+](=O)[O-])c1,0.1,-0.2,-3.0,1.7,-2.9,-3.6,-2.1,-2.5,1.7,13.8
O=C(Nc1cccnc1)c1cccc(F)c1,-5.9,8.7,-0.1,0.3,3.8,-23.1,24.5,4.0,0.5,0.6
O=S(=O)(c1ccc(Cl)cc1)n1ccc2cccnc21,-2.1,13.7,-1.5,0.0,1.0,4.5,-2.4,2.7,1.3,8.8
Cc1cccc(C(C)(C)C)c1OCCn1ccnc1,-3.3,8.8,-1.1,-0.8,0.6,5.6,-1.2,-4.2,2.4,6.4
Cc1ccc(C(=O)Nc2ccc(OCc3ccccc3)cc2)s1,-1.3,3.4,4.9,1.4,-4.9,3.7,-3.2,-3.5,-5.5,-37.0
O=C(CCCn1c(=O)[nH]c2cc(Cl)ccc2c1=O)NCCCN1CCCC1,-3.3,-2.1,-2.7,0.1,-3.7,-2.0,.,6.0,2.7,11.2
COc1ccc(-c2csc3ncn(Cc4ccccc4)c(=O)c23)cc1,6.0,-22.5,-1.8,-1.2,-2.4,-4.6,-2.0,-0.4,-5.2,8.7
COc1ccc(OC)c(/C=C/C(=O)N2C(=O)c3cccc(N)c3C2=O)c1,-0.8,2.2,-2.2,3.7,6.5,-6.7,1.3,-1.5,-4.0,13.1
Cc1ccc(S(=O)(=O)N(CC(=O)NCCC2=CCCCC2)Cc2ccccc2)cc1,3.8,2.8,7.2,-1.1,-6.5,-8.4,-0.6,4.7,1.5,-37.5
CC(C)Nc1nc(SCC(N)=O)nc(N2CCOCC2)n1,-0.6,-11.6,-0.6,-0.4,-1.4,-3.6,-3.4,0.0,2.4,3.2
O=S(=O)(c1ccccc1)N(Cc1ccccc1)c1ccccn1,3.8,11.5,-0.1,0.4,-3.8,4.8,-1.1,8.8,4.0,0.8
O=C(OCc1ccccc1)C1=[N+]([O-])OC(C(=O)OCc2ccccc2)C1c1c[nH]c2ccccc12 (stereo not drawn),7.8,-2.6,-0.2,-1.1,-3.0,-1.9,-2.1,2.7,3.6,1.1
O=C(Nc1ccccc1)c1c(F)c(F)c(F)c(F)c1F,9.6,3.5,-0.7,1.1,-2.2,0.6,-3.7,6.2,-1.4,4.1
CCOc1cc(CN2CCN(C(=O)c3ccco3)CC2)ccc1OC,-0.7,9.3,1.6,1.9,-2.5,-6.0,2.9,-7.6,0.4,-9.2
COC(=O)c1cc2c(ccn2C)n1C,-0.8,-9.5,-1.3,-1.0,-2.0,-8.5,.,1.9,3.3,6.7
CCN1CCN(c2ccc(S(=O)(=O)N3CCCCC3)cc2NC(=O)COc2cc(C)ccc2Cl)CC1,-5.5,20.0,1.5,1.4,-0.1,-3.6,-2.8,0.3,0.4,-8.2
COc1ccc2oc(C(=O)OCC(=O)N3CCC(C)CC3)c(C)c2c1,4.9,-0.1,-2.4,-0.2,-2.7,-2.1,-3.8,-3.4,-2.3,7.8
O=C(Nc1ccc(F)cc1)C1CC(=O)n2ncnc2N1 (stereo not drawn),-0.1,2.6,-2.8,-0.8,-2.5,-6.7,-0.6,0.6,1.3,13.4
COC(=O)[C@H](Cc1ccccc1)NC(=O)NC(C)CCc1ccccc1 (stereo partly drawn),-5.5,19.4,-3.5,-1.1,0.2,0.0,42.0*,-0.6,1.0,15.9

# Single values from the entries so far:
# Under Keap1-Nrf2 PPI, `COc1ccc(OC)c(/C=C/C(=O)N2C(=O)c3cccc(N)c3C2=O)c1` has the entry 6.5
# Under HTR5A inv ag, `Cc1onc(-c2ccccc2)c1C(=O)NNC(=O)c1ccccc1O` has the entry -15.7

# Assay outcomes deposited in PubChem by several laboratories.
